Screening results deposited in PubChem BioAssay by National Center for Advancing Translational Sciences (NCATS).
FBPA Giardia inh = blocks Giardia fructose-bisphosphate aldolase activity. A8B2U2. purified Giardia FBPA. AID 2451. 290,000 compounds, 0.71% hits. Potency, µM (series often up to 59.6 µM), for the others: at the highest dose activity, negative = inhibition, hits mostly inhibitors; note: potency is the fitted concentration of half-maximal effect; % is set by controls: 0 for no effect and ±100 for the full control effect; nearly all actives have a fitted effect of over 55% in size
Target sequence (A8B2U2 whole entry, looked up): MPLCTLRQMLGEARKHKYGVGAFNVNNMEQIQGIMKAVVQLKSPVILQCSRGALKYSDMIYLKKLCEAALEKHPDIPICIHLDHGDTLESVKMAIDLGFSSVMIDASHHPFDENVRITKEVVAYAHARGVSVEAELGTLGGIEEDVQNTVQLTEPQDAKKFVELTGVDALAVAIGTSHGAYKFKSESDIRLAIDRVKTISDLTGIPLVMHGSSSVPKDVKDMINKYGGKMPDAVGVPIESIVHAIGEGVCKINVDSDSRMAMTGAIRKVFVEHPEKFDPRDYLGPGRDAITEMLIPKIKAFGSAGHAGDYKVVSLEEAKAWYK
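Giardia FBPA (40 nM reagent) was preincubated 10 min at RT with compound (up to 57.5 uM final), then substrate plus GAPDH/TPI/NAD/arsenate coupling system with diaphorase/resazurin was added; resorufin fluorescence (525/598 nm) was read after 20 min.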
Pf growth 96h = inhibits malaria parasite growth, 96 h | P. falciparum luciferase reporter growth, 96 h | Potency, µM (series often up to 28.7 µM), without a hit: top-dose activity change, negative = inhibition, most hits filed as inhibitors | 320,000 compounds, 6.9% hits | AID 504834; note: potency is the fitted concentration of half-maximal effect; % is set by controls: 0 for no effect and ±100 for the full control effect
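Plates of compound plus infected erythrocytes (2% hematocrit, 0.05% parasitemia final) incubate 96 hours, 37 C, 5% CO2. Detection reagent added; reduced luminescence from the parasites' luciferase reporter flags inhibition.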
Sm TGR block = S. mansoni TGR enzyme inhibition; Q962Y6; purified TGR, DTNB reduction, TNB absorbance 405 nm; 360,000 compounds, 3% hits; AID 485364; Potency, µM (series often up to 114 µM), without a hit: top-dose activity change, negative = inhibition, usual class: inhibitors; note: potency is the fitted concentration of half-maximal effect; % is set by controls: 0 for no effect and ±100 for the full control effect; nearly all actives have a fitted effect of over 60% in size
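Kinetic colorimetric format: TGR-catalysed, NADPH-driven DTNB reduction monitored via TNB absorbance. Enzyme dispensed at 20 nM; compound exposure 15 min at room temperature before reaction start.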
Pf growth 48h = inhibits P. falciparum growth in the first generation, 48 h; P. falciparum luciferase growth in erythrocytes, 48 h; Potency, µM (titrated, usually from 28.7 µM), for the others: at the highest dose activity change, negative = inhibition, hits mostly inhibitors; 310,000 compounds, 5.9% hits; note: potency is the fitted concentration of half-maximal effect; % is set by controls: 0 for no effect and ±100 for the full control effect
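Growth was read as firefly luciferase luminescence after a 48 h, 37 C, 5% CO2 exposure of compounds to reporter-bearing P. falciparum cultures (0.1% parasitemia, 2% hematocrit final) in Albumax-supplemented RPMI 1640.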
CHX counter = affects cycloheximide protein synthesis inhibition readout, counter-screen. cell reporter, cycloheximide protein synthesis inhibition counterscreen. 300,000 compounds, 12% hits. max response, %; in the data active = max response mostly above about 13%, no sharp cut-off; inactive = mostly below about 14%; note: read at 38.3 µM for the half of the compounds with a filed dose; 0% is about no effect
Shiga toxin inh = Shiga toxin inhibition; Vero cells, Shiga toxin protein synthesis inhibition reporter; inhibition, % at 38.7 µM; 290,000 compounds, 9.2% hits; AID 2315; in the data active = inhibition mostly above about 28%, no sharp cut-off; inactive = mostly below about 43%; note: 0% is about no effect
* hit, by the source's call; ? = inconclusive; . = not tested or not shown; [ ] = dose if it differs, or a comment. Unless noted, calls come from the whole dose curve; as a rule, active = well fitted curve in the direction sought with a large enough effect; inconclusive = small, poorly fitted or top-dose-only effect, or another doubt; inactive = no such curve, though single readings can be large; an effect the other way counts as inactive or inconclusive.

SMILES | Shiga toxin inh | FBPA Giardia inh | Sm TGR block | Pf growth 96h | Pf growth 48h | CHX counter
c1ccc(COc2nsnc2N2CCOCC2)cc1 | -2 | -2% | -10% | 2% | . | -3
Cc1cc(N2CCN(C(=O)c3ccco3)CC2)n2ncnc2n1 | 12 | -7% | 3% | 0% | 0% | 0
CCOC(=O)c1ccccc1Nc1cn(C(C)=O)c2ccccc12 | -3 | 2% | 47%[activator] | ? | . | -1
Cc1ccc2cc(CN(Cc3ccc4c(c3)OCO4)Cc3nnnn3Cc3ccco3)c(=O)[nH]c2c1 | 23 | 2% | ? | 4% | ? | -11
CCCn1cnc2c(N)c(C)c(C)cc21 | 12 | 1% | -16% | -14% | 11% | -4
Cc1ccc(S(=O)(=O)N2CCN(C(=O)/C=C/c3ccco3)CC2)cc1 | -5 | 1% | 50µM* | 1.9µM* | 6.6µM* | 2
COC(CNC(=O)C1CCN(C(=O)c2cc3oc(C)cc3n2Cc2c(F)cccc2Cl)CC1)OC | 13 | -4% | -18% | -1% | ? | -3
Cc1cc(C)c(S(=O)(=O)c2ccccc2C)c(OCCO)n1 | 15 | -22% | -1% | -6% | ? | -2
COc1cc(S(=O)(=O)N2CCN(c3ccccc3)CC2)ccc1F | -20 | 2% | -4%[57.1 µM] | 100%[activator] | -22% | -3
Cc1ccc(NC(=O)CC2SC3=NCCCN3C2=O)c(C)c1 (stereo unspecified) | 13 | -24% | 2.8µM* | -8% | ? | -1
COC(=O)CCN(C(=O)c1ccc2c(c1)OCO2)c1ccccn1 | -6 | -2% | -14% | . | 11% | -3
CN1c2ccccc2C(C)(C)C12CC(c1ccc(Cl)c(S(=O)(=O)N3CCCC3)c1)=NO2 (stereo unspecified) | 8 | 1% | -9% | ? | -13% | 2
O=C(COc1ccccc1)Nc1nccs1 | 53* | -1% | -1% | ? | 410%[activator] | 30*
O=C(NC(=S)NC1CCCCCC1)c1cncc(Br)c1 | 85* | 10% | -21% | 26% | 60%[activator] | 40*
Cc1cc(C)c2nc(-c3ccccn3)cc(C(=O)Nc3ccc(S(=O)(=O)Nc4onc(C)c4C)cc3)c2c1 | -14 | ? | -25% | 43%[activator] | ? | -5
CSc1nsc(SCC(=O)Nc2ccc(F)cc2F)n1 | 52* | 0% | -7% | 23% | 86%[activator] | 32*
CCOC(=O)c1cc(NC(=O)Nc2nccs2)c(C)nc1C | 3 | 3% | -15% | 42%[activator] | 26% | -6
Cc1ccc(-c2nc3ccccc3c(=O)n2CCCN2CCOCC2)cc1 | 54* | 0% | -7% | ? | -8% | 15
CCCCC(=O)N/N=C/c1c(O)n(CCc2ccc(OC)c(OC)c2)c(=O)[nH]c1=O | -10 | 2% | ? | ? | -1% | 1
CCn1ccnc1CN(C)Cc1cn(C)nc1-c1ccccc1F | 16 | -1% | -13% | 9.3µM* | -4% | -2
Cc1ccc(OCCC(=O)NNC(=O)c2nn(C)c(=O)c3ccccc23)cc1 | . | . | 6% | ? | ? | .
O=C1SC(SC(=Nc2ccccc2)Nc2ccccc2)C(=O)N1c1ccccc1 (stereo unspecified) | 60* | -4% | -28% | 41%[activator] | 52%[activator] | 41*
COc1ccc2c(CC(=O)NC3CCCc4ccccc43)coc2c1 (stereo unspecified) | -5 | -2% | -18% | ? | -7% | 14
COC(=O)[C@@]12CCCCN1[C@H](c1ccc(-c3cccc(Cl)c3)cc1)[C@H]1C(=O)N(C)C(=O)[C@H]12 | . | . | -32% | ? | ? | .
Cc1ccc(NC(=O)CS(=O)(=O)c2c[nH]c3ccccc23)c(C)c1 | -7 | -2% | 13% | -11% | 4% | -2
COC(=O)c1ccc(N(CC(=O)NC2CCCCC2)C(=O)CNC(=O)c2ccco2)cc1 | -5 | 4% | 22% | -30% | 5% | -2
CC(=O)Oc1ccc(-c2csc(Nc3cccnc3)n2)cc1 | -6 | 7% | 8% | ? | 36%[activator] | 1
O=C(NCCc1cccs1)C1CCC(=O)N(CCc2cccc(F)c2)C1 (stereo unspecified) | 16 | . | -9% | ? | 11% | 12
CCOc1ccc(S(=O)(=O)NCc2ccncc2)cc1 | -10 | 14% | -3% | -12% | . | -3
COc1ccc(C(=O)Nc2ccc(O)c3c(=O)cc(-c4cccc(Cl)c4)oc23)cc1 | -5 | 6% | -13% | ? | 3% | -2
Nn1c(SCCOc2ccc(Cl)cc2)nnc1-c1cccnc1 | 16 | 0% | 9% | -25% | -2%[5.75 µM] | -5
O=C([O-])c1ccccc1-[n+]1c(-c2ccccc2)cc(-c2ccccc2)cc1-c1ccccc1 | . | . | 0% | 4.7µM* | 12µM* | .
Cc1occc1-c1nnc(SCC(=O)N(C)CCC#N)n1N | -9 | 5% | -3% | -5% | . | -2
O=C(NNC(=O)c1ccccc1[N+](=O)[O-])Nc1ccc(Cl)cc1 | 35 | -1% | 1% | 0% | 16% | 14
COc1ccc(C2CC(c3cccs3)=NN2C(=O)CSc2nc(=O)n3cc(C)ccc3n2)cc1 (stereo unspecified) | . | . | 4% | 8.3µM* | 10µM* | .
O=C(Cc1ccsc1)NNC(=O)c1ccccc1Cl | . | . | 1% | 28% | -15% | .
CCn1cnc2c1c(=O)n(Cc1nnc3n1-c1ccccc1SC3)c(=O)n2Cc1ccccc1 | -4 | 0% | 2% | 49%[activator] | ? | 1
CCN1CCc2c(OCC(=O)N3CCCCC3)cccc2C1=O | 6 | 4% | 3% | 0% | 13% | 10
Cc1ccc(C)c(NC(=O)CN(C)C(=O)C2CCN(S(=O)(=O)c3ccc4c(c3)OCCO4)CC2)c1 | . | . | 2% | 27% | 2% | .
COc1cccc(NC(=S)N2CCN(C)CC2)c1 | 51 | -15% | 8% | 18% | ? | 1
O=C1CCc2cc(S(=O)(=O)NCc3ccc(F)cc3)cc3c2N1CCC3 | . | . | -3% | -4% | 0% | .
O=C1CN(C(=O)COC(=O)c2ccc(N3CCCCCC3)c([N+](=O)[O-])c2)c2ccccc2N1 | -8 | 1% | -8% | 6.6µM* | ? | -3
O=C(/C=C/c1cccc(Br)c1)Nc1nn[nH]n1 | 22 | -24% | 13% | 20% | 29% | -4
Cc1ccc(S(=O)(=O)CCC(=O)Nc2cccc(C)c2)cc1 | -7 | -13% | -3% | -12% | -6% | -2
C#CCOCCOCCOCCNc1nc(N2CCN(C(=O)[C@H](CCCCN)n3cc(C(N)CO)nn3)CC2)nc(N2CCN(C(=O)[C@H](CCC(=O)O)n3cc(C(N)CC(C)C)nn3)CC2)n1 (stereo partly specified) | -5 | -12% | -32% | 108%[activator] | 51%[activator] | 4
O=S(=O)(c1cccc(F)c1)N1CCN(C(=S)NCc2ccccc2)CC1 | -12 | 3% | -10% | ? | 3.7µM* | -2
CCOCCCNS(=O)(=O)c1cc2[nH]c3c(c2cc1C)C(=O)CC(C)(C)C3 | -16 | -4% | 6% | -5% | -29% | -2
CCN(C(=O)COC(=O)c1cc(NS(=O)(=O)c2ccc(Cl)c([N+](=O)[O-])c2)ccc1O)C1CCCCC1 | -8 | 10% | -16% | 25% | 12% | 0
Cc1nnc(SCC(=O)Nc2nsc(-c3ccccc3)n2)s1 | 30 | -10% | -9% | 7.4µM* | 26% | 15*
CSCCC(NC(=O)c1ccccc1Br)C(=O)NC(C)CCc1ccccc1 (stereo unspecified) | 11 | 7% | 9% | ? | ? | -1

Next part.
SMILES | Shiga toxin inh | FBPA Giardia inh | Sm TGR block | Pf growth 96h | Pf growth 48h | CHX counter
Cc1cc(C)nc(-n2nc(C)c3c(C(F)F)cc(C)nc32)n1 | 17 | -19% | 0% | -11% | 11% | -6
CCOC(=O)c1ccc(CNC(=O)c2cc(COc3ccccc3SC)on2)o1 | 74* | . | 0% | 29% | 14% | 34*
Cc1cc2cc(CNC(=O)COc3ccccc3)ccc2n1C | -2 | 0% | 15% | -2% | -1% | -3
COc1cc(C(=O)N2CC(C)OC(C)C2)c([N+](=O)[O-])cc1OC (stereo unspecified) | -7 | -6% | -11% | 11% | -7% | 7
COCCn1c(SCCN2CCOCC2)nc2c1c(=O)[nH]c(=O)n2C | -7 | ? | 0% | -12% | . | -7
OCCNCCOc1ccccc1-c1ccccc1 | -6 | ? | 5% | . | -9% | -5
CCOC(=O)C1=C(CN2CCSCC2)NC(=O)NC1c1ccc2c(c1)OCO2 (stereo unspecified) | -2 | -4% | 4% | 3% | 6% | -6
CCN1CCN(CC(O)COc2ccc3c(c2)CCC3)CC1 (stereo unspecified) | -5 | -6% | 6% | 99%[activator] | -2% | -5
Cc1cc(C)n(C(=O)c2ccc(NC(=O)C3CC3)cc2)n1 | -5 | 8% | -18% | 16% | 24% | -2
CNC(=O)c1nc(C)n(-c2ccc([N+](=O)[O-])cc2)n1 | -10 | 3% | 32% | -12% | 28% | 2
N#C/C(=C\c1ccc(Oc2ccc(C(F)(F)F)cc2[N+](=O)[O-])cc1)c1nc2ccccc2[nH]1 | 15 | . | 1% | 74%[activator] | ? | 15
Cc1cc(C)cc(-n2ncc3c2CCCC3NC(=O)CCN2CCCC2=O)c1 (stereo unspecified) | 30 | . | 1% | ? | 36%[activator] | 17
CN(CC(=O)Nc1ccc(C#N)cc1)CC(=O)Nc1ccc(N2CCOCC2)cc1 | -5 | -1% | -16% | ? | 7% | 1
COc1ccc(CC(=O)O/N=C(\N)Cc2ccc(OC)c(OC)c2)cc1 | -10 | 0% | -11% | 74%[activator] | 25% | 6
CCCOC(=O)c1ccc(Oc2cn[nH]c2-c2ccc(OCC)cc2O)cc1 | 24 | -9% | 0% | . | 4.7µM* | -2
COc1cc2c(cc1OC)C(Nc1ccccc1)=NC(C)(C)C2 | -13 | 1% | 1% | 8% | 9% | -1
CSc1cccc(NC(=O)/C=C/c2ccco2)c1 | 110* | -13% | 1.1µM* | 55%[activator] | 142%[activator] | 55*
CCOc1ccc(-n2ccnc(SCC(=O)Nc3ccc(OC)cc3OC)c2=O)cc1 | . | . | -3% | ? | ? | .
COc1cccc(-c2nc(S(=O)(=O)c3ccccc3)c(N3CCOCC3)o2)c1 | 20 | ? | -26% | . | ? | -2

No enrichment for hits; 24% or so of the library scored in one or more.
